Source: PubChem
L3MBTL1 block – blocks human L3MBTL1. Q9Y468. AlphaScreen L3MBTL1–H3K9me1 peptide binding. Potency, µM (top dose mostly 57.1 µM), inactives show at the top dose activity, negative = inhibition, usual class: inhibitors. hit rate 0.66% among 230,000; note: nearly all actives have a fitted effect of over 60% in size
Target sequence (Q9Y468 whole entry, looked up): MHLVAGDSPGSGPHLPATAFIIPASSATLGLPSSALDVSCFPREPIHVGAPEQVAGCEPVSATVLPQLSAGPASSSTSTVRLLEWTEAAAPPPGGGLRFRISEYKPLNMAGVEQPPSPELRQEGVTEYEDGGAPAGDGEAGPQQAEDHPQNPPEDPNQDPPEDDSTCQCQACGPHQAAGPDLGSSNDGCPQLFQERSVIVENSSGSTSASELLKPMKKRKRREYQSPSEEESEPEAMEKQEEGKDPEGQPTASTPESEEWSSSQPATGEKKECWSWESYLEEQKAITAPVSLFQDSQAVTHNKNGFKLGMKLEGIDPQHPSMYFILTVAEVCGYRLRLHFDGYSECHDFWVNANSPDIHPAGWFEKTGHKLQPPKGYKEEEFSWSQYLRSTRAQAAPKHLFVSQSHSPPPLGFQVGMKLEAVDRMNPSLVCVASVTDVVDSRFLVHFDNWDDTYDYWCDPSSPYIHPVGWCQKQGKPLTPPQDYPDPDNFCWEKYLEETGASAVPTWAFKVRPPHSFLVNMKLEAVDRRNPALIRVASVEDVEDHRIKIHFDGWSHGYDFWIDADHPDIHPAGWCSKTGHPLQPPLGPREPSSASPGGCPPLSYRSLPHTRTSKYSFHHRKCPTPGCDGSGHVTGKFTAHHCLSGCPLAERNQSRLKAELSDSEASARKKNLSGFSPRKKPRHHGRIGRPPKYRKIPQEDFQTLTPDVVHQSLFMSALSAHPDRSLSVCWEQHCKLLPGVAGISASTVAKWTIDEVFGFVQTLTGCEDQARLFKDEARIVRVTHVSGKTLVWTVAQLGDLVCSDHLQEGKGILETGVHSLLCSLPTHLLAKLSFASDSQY
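First, the protein-peptide complex forms for 30 min at room temperature (L3MBTL1 50 nM, biotinylated H3K9me1 peptide 75 nM). Next, compounds are pin-transferred and incubated 30 min. Finally, AlphaScreen beads are added and read after 30 min.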
Tau ThT inhib – inhibitors of human tau fibril formation, thioflavin T binding; recombinant tau K18 P301L, heparin-induced fibrillization, ThT fluorescence; Potency, µM (doses to about 57.4 µM), inactives show at the highest dose activity, negative = inhibition, most hits filed as inhibitors; AID 1460; P10636; hit rate 2.1% among 270,000; note: nearly all actives have a fitted effect of over 55% in size
Target sequence (P10636 561-689 P618L limits assumed): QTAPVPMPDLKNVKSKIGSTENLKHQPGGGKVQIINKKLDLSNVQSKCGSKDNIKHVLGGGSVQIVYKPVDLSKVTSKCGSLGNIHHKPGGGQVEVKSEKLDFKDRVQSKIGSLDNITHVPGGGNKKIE
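Heparin-induced (20 uM) aggregation of recombinant human K18 P301L tau, 15 uM unlabeled with 0.24 uM labeled, pH 7 acetate buffer, 6 hr at 37 C with compound. Fibrils quantified by 30 uM ThT fluorescence after 1 hr ambient incubation.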
TR SRC2 fluor cs – alters Texas Red total fluorescence, flagging assay interference; Potency, µM (highest dose often 106 µM), without a hit: at the highest dose fluorescence change, negative = quenching; hit rate 0.29% among 280,000; TRb/SRC2 Texas Red total fluorescence interference; active = well fitted curve in either direction with a large enough effect; inconclusive = small, poorly fitted or top-dose-only effect
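Human TRβ ligand-binding domain (0.6 uM) and Texas Red SRC2 peptide (20 nM) in Tris buffer with 1 uM T3 and 5% DMSO were incubated with pinned compound for 5 hr at ambient temperature. Total fluorescence was computed as S + 2P (555/632 nm).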
TRb-SRC2 inh – TRbeta-SRC2 interaction inhibition; P10828; TRbeta-SRC2 peptide binding, fluorescence polarization; receptor liganded with 1 µM T3; Potency, µM (top dose mostly 106 µM), for the others: top-dose activity change, negative = inhibition, hits mostly inhibitors; hit rate 0.065% among 280,000;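 note: plate controls were bound peptide for no effect and peptide without receptor for full effect; nearly all actives have a fitted effect of over 50% in size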
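Each compound concentration gave % activity, normalized to unbound and bound Texas Red SRC2 controls, from polarization read after 5 hr ambient incubation with T3-loaded human TRb LBD.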
Tau fluor cs – counter-screen for tau fibril formation inhibitors | tau K18 P301L Alexa594 fluorescence, heparin fibrillization | Potency, µM (series often up to 57.7 µM), inactives show at the top dose activity change, negative = decrease | hit rate 0.93% among 280,000; note: nearly all actives have a fitted effect of over 55% in size
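Human tau K18 P301L (15 uM unlabeled, 0.24 uM Alexa 594-labeled) in 100 mM sodium acetate pH 7 with 20 uM heparin, 6 hr at 37 C. ThT 30 uM added, 1 hr ambient; Alexa 594 FP and total fluorescence read at 555/632 nm.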
GLA spleen mod – alpha-galactosidase A (human) modulation; hit rate 0.008% among 240,000; human spleen homogenate, 4MU-alpha-Gal fluorescence, 40 min; Potency, µM (series often up to 80 µM), for the others: at the top dose activity change, negative = inhibition, most hits filed as inhibitors; P06280;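 note: 0% = enzyme with vehicle and -100% = no enzyme basal signal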
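qHTS titration in buffer at pH 5.0. Alpha-galactosidase activity in spleen homogenate was measured via 4-methylumbelliferone release from 1 mM fluorogenic substrate after 40 min at 37C and a pH 10 stop. AC50 came from Hill fits of control-normalized data.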
Tau FP inhib – inhibitors of human tau fibril formation | hit rate 0.39% among 280,000 | AID 1468 | K18 P301L tau heparin fibrillization, Alexa594 FP, 6 h | Potency, µM (titrated, usually from 57.7 µM), for inactives: top-dose activity, negative = inhibition, actives largely listed as inhibitors | P10636; note: nearly all actives have a fitted effect of over 55% in size
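Human K18 P301L fragment (15 uM unlabeled plus 0.24 uM Alexa 594-labeled) in 100 mM sodium acetate pH 7 with compound, aggregation induced by 20 uM heparin for 6 hr at 37 C. ThT (30 uM) added for 1 hr, then Alexa 594 FP read.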
ALDH1A1 block – inhibitors of human aldehyde dehydrogenase 1A1. P00352. Purified ALDH1A1, NADH fluorescence, propionaldehyde substrate. Potency, µM (top dose mostly 75.3 µM), inactives show top-dose activity, negative = inhibition, most hits filed as inhibitors. AID 1030. hit rate 7.3% among 220,000; active = well fitted inhibition curve with a large enough effect, not every such curve was filed as active; inconclusive = small, poorly fitted or top-dose-only effect, or another doubt; inactive = no such curve, though single readings can be large or run the other way;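 note: plate controls were no enzyme wells and a reference inhibitor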
* marks the source's active call; other numbers are inactive results; ? = inconclusive; . = not tested or not shown; & = joins results of further samples; [ ] = remark or other dose. Unless noted, calls come from the whole dose curve; as a rule, active = well fitted curve in the direction sought with a large enough effect; inconclusive = small, poorly fitted or top-dose-only effect, or another doubt; inactive = no such curve, though single readings can be large; an effect the other way counts as inactive or inconclusive. Unless noted, % is set by controls: 0 for no effect and ±100 for the full control effect; potency is the fitted concentration of half-maximal effect. Compounds were not picked by outcome. Share with any hit: about 8.5%.

cpd	canonical_smiles	L3MBTL1 block	Tau ThT inhib	TR SRC2 fluor cs	TRb-SRC2 inh	Tau fluor cs	GLA spleen mod	Tau FP inhib	ALDH1A1 block
1	O=C(COC(=O)/C=C/c1ccco1)NCCc1ccccc1	-23%	-16%	0%	1%	-7%	-11%	2%	?
2	CC1=C(C#N)C2C(/C1=N/O)C2(C)C (centres undefined)	1%	1%	-2%	-4%	-4%	2%	1%	11%
3	CC(C)CN1C(=O)CC(Sc2ccccc2C(=O)O)C1=O (centres undefined)	.	-9%	-2%	0%	-5%	-9%	4%	18µM*
4	CSc1nsc(SC)c1NC(=O)OCC1CCCO1 (centres undefined)	-5%	-6%	0%	3%	-1%	3%	-3%	?
5	CCOc1cc(-c2nnc(SCC(=O)Nc3ccc(F)c(F)c3)nc2-c2ccc(OC)c(OCC)c2)ccc1OC	.	5%	-1%	-2%	-11%	.	-13%	.
6	CCCCn1c2ccccc2c2cc(CC(N)=O)ccc21	-6%	-11%	0%	4%	-18%	-11%	0%	.
7	COc1ccc(CN(C)C2c3ccccc3-c3ccccc32)cc1	17%	-6%	-4%	-1%	-17%	-2%	-2%	-21%
8	Cc1ccc(S(=O)(=O)/C(C#N)=C/c2c(N3CCC(C(N)=O)CC3)nc3ccccn3c2=O)cc1	.	?	-3%	-7%	-13%	-3%	8%	?
9	COc1ccc(C/C(C)=N/NC(=S)Nc2ccccc2F)cc1	-19%	-1%	-3%	4%	-1%	-1%	1%	-3%
10	O=C(O)CNC(=O)CC1S/C(=N/N=C/c2ccccc2O)NC1=O (centres undefined)	.	-6%	-3%	-1%	2%	10%	0%	2%
11	CCn1nc(CC(=O)O)c2ccccc2c1=O	4%	-9%	-2%	-8%	-8%	-9%	?	3%
12	CN(Cc1ccccc1)C(=O)c1nc2ccccn2c1CN1CCc2sccc2C1	-9%	-16%	4%	3%	-6%	4%	-7%	?
13	Cc1cc2cc(CNC(=S)Nc3ccc(OC(F)(F)F)cc3)ccc2n1C	0%	-4%	-5%	-2%	-27%	-6%	-1%	-4%
14	Cc1cc(NS(=O)(=O)c2ccc(Nc3nc(-c4sc(N)nc4C)cs3)cc2)no1	?	20µM*	-6%	2%	?	3%	?	1%
15	Nc1nc2c3ccccc3nc(C3CC3)n2n1	40%[activator][11.4 µM]	-7%	0%	3%	4%	2%	-3%	-5%
16	O=C(Cn1nnc(-c2cccs2)n1)NCCc1ccccc1	0%	-3%	-1%	-2%	-2%	6%	-6%	-5%
17	CC(C)C1C(C#N)=C(N)SC(N)=C1C#N	-11%	1%	0%	4%	-4%	1%	-2%	8.9µM*
18	O=C(NCCS(=O)c1ccc(Cl)cc1)c1cccc(Cl)c1 (centres undefined)	4%	3%	-5%	2%	1%	8%	-5%	13%
19	Cc1cc(SCC(=O)NC(=O)NCc2ccco2)nc2ccccc12	-2%	?	-7%	-1%	-20%	-14%	-3%	?
20	CC1CN(Cc2nc3c(c(=O)n(C)c(=O)n3C)n2Cc2cccc(Cl)c2)CC(C)O1 (centres undefined)	3%	-7%	0%	-4%	-11%	6%	-7%	2%
21	CCNC(=O)Nc1cc(OC)c(OC)cc1C(=O)O	5%	?	-7%	9%	-27%	-5%	-6%	.
22	O=S(=O)(c1ccc2nc(-c3ccco3)c(-c3ccco3)nc2c1)N1CCOCC1	-88%	4µM*	6.3µM*[quencher]	-9%	4µM*[quencher]	0%	8.9µM*	?
23	COc1ccc(Cn2cc([N+](=O)[O-])nc2C)cc1[N+](=O)[O-]	5%	-4%	-2%	-3%	-6%	0%	1%	.
24	COC(=O)C1=CNC=C(C(=O)OC)C1c1ccc(C(=O)OC)cc1	.	-4%	-6%	-2%	-13%	?	-7%	?
25	CCOc1ccc(N=C2Sc3nc4ccc(C)cc4cc3CN2CCOC)cc1	.	?	-2%	11%	?	3%	7%	-7%
26	O=C(N/C(=C/c1cccs1)C(=O)N1CCOCC1)c1cccs1	4%	-8%	-1%	-2%	-3%	-2%	2%	6%
27	CN1CCN(C(CNC(=O)C(=O)Nc2ccccc2)c2ccc3c(c2)OCO3)CC1 (centres undefined)	.	-1%	-4%	5%	3%	.	2%	.
28	Cc1cc(=O)[nH]c(SCC(=O)c2c(N)n(C)c(=O)n(C)c2=O)n1	.	-16%	0%	2%	-1%	1%	-2%	-1%
29	CCC(=O)Nc1nnc(-c2ccncc2)s1	.	-4%	0%	-1%	-4%	4%	-1%	?
30	CCn1c(=O)[nH]c2cc(Cl)c(Cl)cc21	3%	-4%&-12%	-1%&-1%	3%&0%	-6%&-14%	14%&-3%	0%&-1%	7%&-10%

Part of the list above, screen by screen:
15) Nc1nc2c3ccccc3nc(C3CC3)n2n1
16) O=C(Cn1nnc(-c2cccs2)n1)NCCc1ccccc1
17) CC(C)C1C(C#N)=C(N)SC(N)=C1C#N
18) O=C(NCCS(=O)c1ccc(Cl)cc1)c1cccc(Cl)c1 (centres undefined)

Screen / compound no. | 15 | 16 | 17 | 18
L3MBTL1 block | 40%[activator][11.4 µM] | 0% | -11% | 4%
Tau ThT inhib | -7% | -3% | 1% | 3%
TR SRC2 fluor cs | 0% | -1% | 0% | -5%
TRb-SRC2 inh | 3% | -2% | 4% | 2%
Tau fluor cs | 4% | -2% | -4% | 1%
GLA spleen mod | 2% | 6% | 1% | 8%
Tau FP inhib | -3% | -6% | -2% | -5%
ALDH1A1 block | -5% | -5% | 8.9µM* | 13%

(list continues)
cpd	canonical_smiles	L3MBTL1 block	Tau ThT inhib	TR SRC2 fluor cs	TRb-SRC2 inh	Tau fluor cs	GLA spleen mod	Tau FP inhib	ALDH1A1 block
31	C=CCNC(=O)CN1CCC(n2nnc3cc(C(F)(F)F)ccc32)CC1	7%	1%	-1%	-1%	3%	-10%	4%	-5%
32	CCOC(=O)c1cc(C)sc1/N=C/C1=C(O)CCCC1=O	-8%	-1%	-2%	-2%	-10%	2%	0%	1%
33	CCn1c(COc2ccccc2C)nnc1SCC(=O)O	2%	-8%	-4%	5%	-1%	-3%	5%	11%
34	Cn1nnnc1SCC(=O)NCc1ccco1	1%	-1%	0%	-10%	3%	-2%	7%	8%
35	NC(=O)c1nc(-c2cccs2)nc2c1[nH]c(=O)n2-c1ccc(F)cc1	7%	2%	1%	1%	4%	-3%	-9%	4%
36	Cc1cccc(CN2CCN(Cc3cccc(-n4cccn4)c3)CC2CCO)n1 (centres undefined)	-6%	-11%	-2%	3%	0%	-4%	8%	-4%
37	CCCCc1nn2c(=O)cc(COC(=O)c3cccc(NC(=O)c4cccs4)c3)nc2s1	.	?	-1%	-4%	-3%	.	-12%	.
38	O=C(COC(=O)C1CC1)NC(=O)NCc1ccccc1	?	5%	-3%	6%	2%	2%	1%	9%
39	COc1ccccc1CCNC(=O)c1cnccn1	.	-17%	4%	-8%	-10%	12%	0%	5%
40	N#CC1=C(N)Oc2n[nH]c(-c3cccnc3)c2C1c1ccc([N+](=O)[O-])o1 (centres undefined)	?	13µM*	-5%	-5%	?	-3%	?	-3%
41	Cc1ccc(-n2cc(-c3ccccc3)c3c(N4CCC(C)CC4)ncnc32)cc1Cl	.	-6%	-1%	-4%	-9%	.	-12%	.
42	Cc1ccc(/C=C/C(=O)NCc2cccs2)cc1	25%	4%	-1%	-2%	2%	-3%	-10%	?
43	O=C(CSc1nncn1-c1ccccc1)NCc1cccs1	.	-2%	0%	-1%	-3%	3%	4%	1%
44	CC(C)C(NS(=O)(=O)c1ccccc1)C(=O)OCc1cc([N+](=O)[O-])cc2c1OCOC2 (centres undefined)	-12%	-11%	4%	5%	-21%	0%	4%	-2%
45	O=C(O)c1ccc(CSc2nc3ccccc3o2)cc1	1%	-7%	-1%	2%	2%	0%	3%	10%
46	CC1CCC(C(=O)NC(C(=O)OCC(=O)c2ccccc2)C(C)C)CC1 (centres undefined)	.	-9%	-5%	7%	-25%	.	-7%	.
47	Cc1cc(C(=O)N/N=C/c2ccc([N+](=O)[O-])s2)n[nH]1	-14%	?	-6%	-5%	-21%	-7%	-9%	.
48	CCOC(=O)Cn1c(=O)n(CC2CCCO2)c2nc(-c3ccc(C)cc3)nc(C(N)=O)c21 (centres undefined)	.	-6%	-3%	0%	-12%	.	-1%	.
49	COc1ccc(/C=C2/N=C(SC)NC2=O)cc1OC	-3%	?	-7%	-2%	-5%	2%	-2%	-10%
50	CCCc1cc2c(cc1NC(=O)c1ccco1)OCO2	0%	-6%	0%	0%	-4%	0%	1%	6%
51	O=C(O)c1ccc(N2C(=O)CC(Cc3ccccc3)C2=O)cc1 (centres undefined)	?	-4%	-2%	-11%	-3%	7%	-8%	5%
52	c1ccc(CNc2ccnc(-c3ccoc3)n2)cc1	.	?	2%	-2%	-22%	2%	-12%	0%
53	COc1cccc(C(C(=O)NC2CCCCC2)N(C(=O)c2ccco2)c2ccc(-n3cnnn3)c(C)c2)c1 (centres undefined)	?	2%	0%	-3%	-3%	-20%	6%	?
54	Cc1nc2c(c(C)c1CCC(=O)NCc1ccc(F)cc1)c(=O)n(C)c(=O)n2C	.	2%	-9%	-2%	-1%	.	-5%	.
55	COc1cccc(-n2c(-c3ccco3)nc3nc4ccccc4nc32)c1	5%	3%	0%	3%	5%	-4%	3%	-6%
56	C#CCn1c(S(=O)(=O)Cc2ccc(OC)cc2)nc(-c2ccccc2)c1-c1ccccc1	-10%	-13%	2%	-5%	-18%	2%	-1%	0%
57	Cn1c(N)c(C(=O)COC(=O)c2ccc(S(=O)(=O)N3CCCCC3)cc2)c(=O)n(C)c1=O	47%[activator]	-9%	-6%	-10%	-8%	0%	0%	1%
58	COC(=O)c1ccccc1OC(=O)c1cc[n+]([O-])cc1	-2%	?	-4%	9%	-13%	2%	4%	12%
59	N#CCCn1c(C(C#N)(CCC#N)CCC#N)nc2ccccc21	.	2%	1%	0%	3%	-10%	-6%	2%
60	Cc1cc(C)c(S(=O)(=O)n2ccc(-c3ccc(OCCN(C)c4ccccn4)cc3)n2)c(C)c1	-3%	-7%	1%	4%	-12%	-9%	-15%	5%
61	N#C/C(=C\c1ccc(O)c(O)c1)C(=O)NCCc1ccccc1	-8%	?	-4%	4%	?	9%	12%	?
62	CCCC1C(c2ccco2)NC(c2ccco2)CC1(C)O (centres undefined)	0%	-9%	-2%	-4%	-1%	8%	-2%	-4%
